# Rad51 HR inh = Rad51 (human) homologous recombination inhibition | inhibition, % at 10 µM | actives 0.085% (n = 200,000) | AID 1385 | hRad51 DNA strand exchange, fluorescence dequenching | Q06609;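 active = inhibition above 40% at the single screening dose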;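 note: 0% = DMSO control wells and 100% = blanks with heterologous ssDNA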
#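 System: hRad51 filaments on single-stranded DNA; reagent: Fluorescein- and BHQ1-tagged 47-mer duplex; compound dosing: one concentration, 10 µM final; timing: filaments 15 min 37 °C, then compound 30 min; measured by: fluorescein emission 520 nm, excitation 485 nm; benchmarks: per-plate controls and blanks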
# m-calpain inh = inhibitors of pig calpain II | purified calpain II, fluorogenic peptide substrate, 30 min | inhibition, % at 16 µM | actives 0.37% (n = 220,000) | AID 1236;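 active = inhibition above about 50%, limit read from the data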
# eIF4E-4G inh = eIF4E/eIF4G interaction inhibition in translation initiation | AID 782 | P63073+Q04637 | TR-FRET eIF4E-eIF4GI(517-606) binding, 2 h | actives 0.37% (n = 220,000) | inhibition, % at 21.7 µM;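 active = inhibition above about 30%, limit read from the data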;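 note: 0% = full FRET control wells and 100% = background wells lacking eIF4GI fragment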
# PERK inhibitor = human PERK inhibition, primary cell-based screen | actives 0.17% (n = 220,000) | inhibition, % at 5.6 µM | CHO PERK-DD fusion, SEAP luminescence translation reporter | Q9NZJ5;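 active = inhibition above the mean inhibition of all tested compounds plus 3 SD, set separately per screening campaign, cut at about 2.9% in these data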;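 note: PERK kinase domain activated by AP20187 dimerizer at 100 nM; 0% = DMSO with dimerizer and 100% = rapamycin at 8.4 µM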
# TNF death inh = blocks TNF-alpha induced death of Jurkat FADD-/- cells | actives 0.068% (n = 220,000) | Jurkat FADD-/- TNF necroptosis rescue, ATP luminescence, 24 h; 0 = TNF only, 100 = no-TNF cells | activation (protection from cell death), % at 10 µM;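 active = activation, meaning protection from cell death, of at least 50% relative to plate controls; inactive = activation below 50%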;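 note: necroptosis triggered by 40 ng/mL TNF-alpha added together with compound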
# zVAD death inh = blocks zVAD induced death of L929 cells; viability rescue, % at 10 µM; actives 0.38% (n = 220,000); AID 1377; L929 zVAD necroptosis rescue, ATP luminescence, 24 h; with zVAD 60 µM;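 active = activation, scaled between plate controls, above about 75%, limit read from the data; inactive = activation under that limit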;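 note: 0% = zVAD with DMSO and 100% = DMSO alone without zVAD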
# MDM2 E3 inh = inhibitors of human Mdm2 E3 ubiquitin ligase | signal enhancement, % at 5 µM | actives 0.11% (n = 210,000) | cell-based MDM2 ubiquitination luciferase reporter, 2 h; 0 = plate control, 100 = twice control, blank-subtracted | AID 1230 | Q00987;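 active = signal enhancement of 30% or more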;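 note: luminescence tracks abundance of the self-degrading MDM2-luciferase fusion protein; higher signal means inhibition of MDM2 E3 ligase activity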
#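 Assay system: stable mammalian line carrying autodegrading MDM2–luciferase fusion reporter; Input: 2000 cells in each well; Compound dosing: single-point 5 µM; Schedule: 2 h compound exposure at 37 °C; Signal: SteadyLite luciferase luminescence after 15 min room-temperature reagent incubation; Evaluation: % luminescence enhancement versus blank-corrected plate control mean; Benchmarks: plate controls and plate blanks.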
# EBV gp42 inh = EBV gp42 inhibition; Q1HVG2; Fluorescence polarization binding assay, mP read-out; inhibition, % (tested at 21.74 µM); actives 0.42% (n = 220,000); in the data active = inhibition above about 50%
# KCC2 mod = modulators of human KCC2 chloride dependent transport; KCC2 cells, thallium flux FluoZin-2 fluorescence; actives 2.2% (n = 190,000); Q9H2X9; B-score of Tl+ flux slope (higher = more flux/activation; lower = inhibition) at 10 µM;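 active = thallium flux slope and its plate-corrected score both differing from the plate sample mean at a set confidence after two filtering rounds, in either direction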;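 note: slope of fluorescence scaled to starting intensity during 10 to 20 s after thallium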
# Target sequence (Q9H2X9 whole entry, looked up): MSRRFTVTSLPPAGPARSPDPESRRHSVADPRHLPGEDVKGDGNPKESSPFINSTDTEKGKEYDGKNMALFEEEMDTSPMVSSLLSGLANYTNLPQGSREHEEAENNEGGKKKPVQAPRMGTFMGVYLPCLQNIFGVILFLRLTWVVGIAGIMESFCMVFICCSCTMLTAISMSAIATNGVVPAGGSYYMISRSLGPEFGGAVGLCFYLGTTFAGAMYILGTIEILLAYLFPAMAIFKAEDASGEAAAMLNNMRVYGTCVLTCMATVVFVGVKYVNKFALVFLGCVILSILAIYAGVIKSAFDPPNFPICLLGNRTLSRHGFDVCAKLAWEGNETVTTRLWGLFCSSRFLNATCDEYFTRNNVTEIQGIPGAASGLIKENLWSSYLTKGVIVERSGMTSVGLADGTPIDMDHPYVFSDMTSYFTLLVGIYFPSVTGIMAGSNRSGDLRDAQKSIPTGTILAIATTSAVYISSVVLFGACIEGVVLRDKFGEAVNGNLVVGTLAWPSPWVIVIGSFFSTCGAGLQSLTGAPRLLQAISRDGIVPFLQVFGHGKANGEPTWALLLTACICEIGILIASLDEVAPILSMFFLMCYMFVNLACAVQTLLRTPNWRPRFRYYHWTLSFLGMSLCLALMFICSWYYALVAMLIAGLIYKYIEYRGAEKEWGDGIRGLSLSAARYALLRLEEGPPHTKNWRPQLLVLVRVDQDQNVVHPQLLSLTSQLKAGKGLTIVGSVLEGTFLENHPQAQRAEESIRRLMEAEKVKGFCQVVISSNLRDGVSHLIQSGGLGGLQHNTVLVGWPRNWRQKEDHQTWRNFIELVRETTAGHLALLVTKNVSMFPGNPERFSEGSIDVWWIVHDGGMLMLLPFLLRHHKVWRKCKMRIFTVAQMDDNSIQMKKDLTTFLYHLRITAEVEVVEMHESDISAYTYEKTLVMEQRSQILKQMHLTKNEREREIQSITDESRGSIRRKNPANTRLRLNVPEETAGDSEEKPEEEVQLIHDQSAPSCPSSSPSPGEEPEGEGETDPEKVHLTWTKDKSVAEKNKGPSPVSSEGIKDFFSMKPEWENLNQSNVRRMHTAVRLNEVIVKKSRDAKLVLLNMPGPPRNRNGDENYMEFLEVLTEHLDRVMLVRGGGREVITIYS
# * hit, by the source's call; i = inactive; x = no result given; [ ] = another dose, or the depositor's remark.
SMILES,Rad51 HR inh,m-calpain inh,eIF4E-4G inh,PERK inhibitor,TNF death inh,zVAD death inh,MDM2 E3 inh,EBV gp42 inh,KCC2 mod
CC(C)c1ccccc1NC(=O)CCCC(=O)O,-11,3,-3,0.4,-0.7,0.1,-7,1,1.3
Cn1c(=O)c(=O)n(C)c2cc(S(=O)(=O)N3CCOCC3)ccc21,1,8,4,1.9,-1.3,0.5,5,-11,-0.75
Nc1nc(COc2ccc(Cl)cc2)cs1,2,-12,-2,-0.8,-0.5,1.5,-9,-22,-0.018
O=C(c1ccco1)N1CCN(c2cc(=O)n(-c3ccc(Cl)cc3)c(=O)[nH]2)CC1,5,3,4,0.5,1.7,-0.5,-20,-51,x
O=C(c1ccc(COc2ccccc2Cl)o1)N1CCCC1,5,-10,-4,-0.1,-4.2,0.4,-4,-8,-3
COc1ncnc2c1oc1ccccc12,-7,12,1,0.7,-1.1,1.2,-10,-26,0.69
O=C(Nc1nc(-c2ccccn2)cs1)c1ncc(Cl)c(Cl)c1Cl,-8,9,-49,0.5,-0.7,0.2,-18,-6,0.5
O=S(=O)(c1ccc(Cl)nc1)N1CCCc2ccccc21,-4,28,0,0.5,3.1,-0.2,-7,-6,0.53
Cc1oc(-c2ccccc2)nc1C(=O)OCC(=O)NC(=O)NCC(C)C,0,-52,3,-0.3,-0.2,4.6,-26,-14,-1.9
C#CCNC(=O)C1=C[C@H](c2ccc(Br)cc2)C[C@H](OCCCCO)O1,-3,2,3,1.5,0.5,0.8,x,-12,0.62
Cc1c(NC(=O)CSc2nnc(COc3ccccc3)n2-c2ccccc2)c(=O)n(-c2ccccc2)n1C,5,-16,3[fluorescence artefact?],0.1,-3.9,0.3,-1,1,x
CC1CN(Cc2ccccc2)C(C)CC1O (stereo unspecified),x,5,-1,0.7,1.3,0.0,-7,-8,-0.25
Cc1ccc(N=Cc2c(O)n(-c3nccs3)c(=O)c3ccccc23)c(C)c1,-18,-90,-7[fluorescence artefact?],0.2,0.1,0.1,-8,-78,-6.9*
O=c1c2cc(Br)ccc2[nH]c(=S)n1Cc1cccnc1,x,-14,-8[fluorescence artefact?],0.6,-0.5,0.5,-13,-6,5.4*
CCOC(=O)N1CCN(C(=O)CCCn2c(=S)[nH]c3ccc(Br)cc3c2=O)CC1,-3,23,1,-1.7,0.1,-1.1,0,-8,8.7*
Cc1ccccc1-n1nc(C(=O)O)cc1-c1ccccc1,-1,-21,x,3.1*,0.2,0.4,-4,-8,x
CC(C)=CC(=O)OCC(=O)Nc1cc(C)ccc1C,-11,4,1,1.5,0.0,1.6,-6,-9,-0.67
CC(C)CN(C(=O)COC(=O)c1ccc2c(c1)NC(=O)CS2)C1CCS(=O)(=O)C1 (stereo unspecified),-12,-35,5,2.2,-0.4,1.2,-5,-8,x
O=C(NCCc1c[nH]c2ccccc12)C1CCN(S(=O)(=O)c2ccccc2F)CC1,-23,-12,2,0.5,1.7,4.3,2,-5,-2.8
Cc1cccc(Nc2nc3ccccc3s2)c1C,x,26,0,0.1,25,0.2,-9,9,-1.2

# The last two entries of the part above lead into the next:
SMILES,Rad51 HR inh,m-calpain inh,eIF4E-4G inh,PERK inhibitor,TNF death inh,zVAD death inh,MDM2 E3 inh,EBV gp42 inh,KCC2 mod
O=C(NCCc1c[nH]c2ccccc12)C1CCN(S(=O)(=O)c2ccccc2F)CC1,-23,-12,2,0.5,1.7,4.3,2,-5,-2.8
Cc1cccc(Nc2nc3ccccc3s2)c1C,x,26,0,0.1,25,0.2,-9,9,-1.2
O=C1C2CCCN2C(=O)N1CCN1CCN(c2ccccc2)CC1 (stereo unspecified),1,-6,14,0.8,1.4,0.6,6,-9,-0.074
CCCCn1c(SCC(=O)c2ccc(OCC)cc2)nc2cc(S(N)(=O)=O)ccc21,5,-30,-3,-1.2,-1.0,0.2,x,-32,0.2
Cc1ccc(CNc2ccc3nnc(-c4ccccc4)n3n2)cc1,x,6,7[fluorescence artefact?],-0.6,-4.2,x,x,-14,0.09
CCN(CC)S(=O)(=O)c1cc(C(=O)NC2=NCCS2)ccc1Cl,6,12,3,-1.4,0.5,0.3,-26,-21,x
O=C(/C=C/c1ccccc1)NC(NC(=S)Nc1ccc(Cl)cc1Cl)C(Cl)(Cl)Cl (stereo unspecified),8,-38,-3,0.9,-4.3,4.5,-13,4,-0.54
O=C(NCCc1ccccc1)C(=O)Nc1nccs1,-7,-2,2[fluorescence artefact?],0.8,1.8,1.3,-5,-19,0.56
N#CCSc1nc2ccccc2c(=O)n1CCC(=O)NC1CCCCC1,-3,-26,1,1.0,3.1,-0.2,-21,-13,0.12
COc1cccc(-c2csc(N3CCN(C(=S)Nc4cccc(C)c4)CC3)n2)c1,0,-2,-3,0.4,2.1,-1.7,5,-45,0.051
Cc1nc(-c2cc(C#N)c(=O)[nH]c2C)cs1,2,-75,-1,0.8,-0.4,0.1,-6,-11,0.81
CN1CCN(C2=C(Cl)C(=O)N(c3ccc(Cl)c(Cl)c3)C2=O)CC1,-6,2,6,0.0,-2.6,0.9,-9,-4,x
O=C(O)CC(SCC(=O)Nc1ccccc1)C(=O)O (stereo unspecified),-9,-10,2,0.4,-0.1,9.0,10,-9,-0.7
C=CCn1c(SCC(=O)Nc2cc(NC(C)=O)ccc2OC)nnc1-c1cccnc1,-11,18,-4[fluorescence artefact?],0.2,0.0,-0.1,-9,-10,-0.021
CCN(CC)S(=O)(=O)c1cc(F)ccc1OC,8,23,35*,0.3,1.9,0.3,x,-15,0.31
COc1ccc(C(=O)CSc2nnc(C3CC3)n2N)cc1,1,-50,-9,0.3,-5.7,-0.2,-10,-6,0.14
Cc1cn2nc(N)c3ccccc3c2n1,-4,-226,1[fluorescence artefact?],0.5,3.2,3.1,5,-8,1.7
O=C(O)C1CC=CCC1C(=O)NC1CCCCC1 (stereo unspecified),-7,-32,-1,1.1,1.0,7.0,13,-9,0.095
Cc1ccccc1CNC(=O)C(=O)Nc1nccs1,-2,-17,2,1.1,1.6,1.6,-7,-11,0.015
O=C(NC(NCC1CCCO1)C(Cl)(Cl)Cl)c1cccc2ccccc12 (stereo unspecified),3,-41,-7,0.0,-5.3,-0.2,-7,-17,x
CS(=O)(=O)N1CCC(C(=O)NCc2ccc3c(c2)OCO3)CC1,x,8,1,0.6,0.5,-0.1,-5,-8,x
Cn1c(N)c(C(=O)NCc2ccccc2Cl)sc1=S,-6,-17,7,-0.5,1.4,2.9,-3,-6,x
CC(C)Cc1nc2oc3c(Cl)ncnc3c2c2c1CCCC2,x,6,2,2.5,-19,-1.1,-7,0,-0.84
CC(C)C(NC(=O)C(NC(=O)C1O[C@@H]2OC(C)(C)O[C@@H]2[C@H]2OC(C)(C)O[C@@H]12)C(C)C)C(=O)O (stereo partly specified),x,-20,3,2.1,-0.4,0.6,-12,-11,-0.022
COC(=O)c1cc2occc2n1Cc1ccc(Cl)cc1,-6,-21,2,-0.6,8.8,-0.2,-2,-3,1.3
COc1cc(-c2ccccc2)nc(N)n1,4,16,7,-0.3,0.2,0.3,-20,9,x
COc1cccc(-n2c(SCC#N)nnc2-c2cnccn2)c1,x,15,3,1.8,-2.1,0.3,-5,-3,1.4
O=c1[nH]n(-c2ccc(Cl)cc2)c(=O)c(Cl)c1Cl,-12,-7,13,1.4,-3.1,0.1,-22,-16,-0.11
O=C(O)C1CCN(C(=O)COc2ccc(Br)cc2)CC1,-2,2,-2,1.0,-0.1,1.5,-8,9,0.97
Cc1ccc2cc(CCNC(=O)c3ccc(C)c([N+](=O)[O-])c3)c(=O)[nH]c2c1,7,0,14[fluorescence artefact?],0.2,1.8,-0.4,5,-4,-2
Cc1ccc(-c2nnc(-c3cccs3)o2)cc1,4,-57,-3,-0.2,-1.1,0.5,-43,13,x
COc1ccccc1-c1n[nH]c(=S)o1,-3,-158,-3[fluorescence artefact?],0.5,-0.4,0.5,5,-6,1.5
Cc1ccc(S(=O)(=O)N2CCCCC2)cc1NC(=O)CSc1ncnc2ccccc12,x,-4,0,-1.3,2.1,0.4,-3,6,-3.4
N#CCCN1CCN(Cn2c3ccccc3c3ccccc32)CC1,-2,0,4,0.7,-0.3,6.6,-11,9,x
O=C(NCc1ccco1)c1nc2nc(-c3cccs3)cc(C(F)(F)F)n2n1,1,i,0,0.4,-2.4,-0.2,10,0,0.63
CCN(C(=O)Cn1c(=O)oc2cc(S(=O)(=O)N3CCOCC3)ccc21)c1ccccc1,15,9,-8,0.2,1.2,0.0,x,-21,0.95
O=C(COc1nncc2ccccc12)NCC(F)(F)F,0,41,5,-0.1,0.4,1.2,-10,-5,0.95
COc1ccc(OC)c(C2Nc3nc4ccccc4n3C(C)=C2C(=O)Nc2ccc(C)cc2C)c1 (stereo unspecified),-7,-17,-1[fluorescence artefact?],-0.3,-1.2,-1.2,-1,4,1.7
COc1cc(NC(=O)c2ccc(C)c([N+](=O)[O-])c2)ccc1NC(=O)c1ccco1,-3,30,6,-0.1,0.6,3.2,-10,-3,-0.57
O=C(c1cnn2c(C(F)F)cc(-c3ccccc3)nc12)N1CCOCC1,0,-53,-1,-1.3,-2.6,-0.9,-19,-9,-2.5
CC(C)(NO)/C(=N\O)c1ccccc1,5,34,-1,0.7,-0.2,0.2,5,-18,0.72
Cc1cc(NC(=O)CCSc2nc(-c3ccco3)cc(C(F)(F)F)n2)n(-c2ccccc2)n1,-10,18,-3,-0.8,1.0,-1.1,-5,-13,-0.74
CCN1C(=O)C2(C(C#N)=C(N)Oc3cc(C)oc(=O)c32)c2ccccc21 (stereo unspecified),-3,-19,0[fluorescence artefact?],0.5,0.2,-0.3,-3,-13,2
CC(/C=N/n1c(-c2ccc(C)cc2)n[nH]c1=S)=C\c1ccco1,-8,-12,1,0.6,0.1,1.1,1,-6,1.4
FC(F)(F)c1nc(Oc2ccccc2)c2ccccc2n1,1,1,-10,-0.5,-5.1,-0.2,5,-9,x
COc1ccc(-c2cnc3c(c2)CCC3(C#N)C#N)cc1,-7,-65,12,0.8,-8.2,-1.1,8,-14,0.27
O=C(O)c1cc(Cl)c(Cl)cc1C(=O)Nc1cccc2ncccc12,1,-7,-3[fluorescence artefact?],0.7,1.3,2.0,-8,-21,0.079
O=c1oc2c(CN3CCOCC3)c(O)ccc2c2c1CCC2,-7,i,x,0.6,0.1,0.7,5,-17,-1.5
Cc1ccc(Nc2c(N)c(=O)oc3ccccc23)cc1,5,-3,-2[fluorescence artefact?],-0.1,-11,-0.8,13,3,-0.39
CCN1CCN(C(=O)NCc2ccccc2)CC1,4,5,1,1.1,2.9,-0.8,-4,-9,1.5
Cc1nc(CS(=O)c2ccc(Cl)cc2)cc(NCc2ccc(Cl)cc2Cl)n1 (stereo unspecified),-10,35,7[fluorescence artefact?],-1.3,-1.2,-0.2,-8,2,x

# Printed as active in eIF4E-4G inh, of those listed so far:
structure	Rad51 HR inh	m-calpain inh	eIF4E-4G inh	PERK inhibitor	MDM2 E3 inh	EBV gp42 inh	KCC2 mod
CCN(CC)S(=O)(=O)c1cc(F)ccc1OC	8	23	35*	0.3	x	-15	0.31

# Screening results from PubChem BioAssay.
